Screening results deposited in PubChem BioAssay by Center for Chemical Genomics, University of Michigan.
Dicer processing: inhibitors of Dicer pre-microRNA processing, primary screen, biochemical, cat-ELCCA, chemiluminescence; AID 1347074, 2019; Endoribonuclease Dicer (Homo sapiens), Q9UPY3; cat-ELCCA pre-miR-21 Dicer processing; stronger effect = higher value; z-score at 25 µM; actives 6% (n = 47,000); in the data active means z-score above about 3, passing the limit was not always enough;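 further: plate controls were vehicle for no effect and no enzyme for full effect; higher signal means more uncleaved substrate so more Dicer inhibition; strong numbers were not always called active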
Target sequence (Q9UPY3 whole entry, looked up): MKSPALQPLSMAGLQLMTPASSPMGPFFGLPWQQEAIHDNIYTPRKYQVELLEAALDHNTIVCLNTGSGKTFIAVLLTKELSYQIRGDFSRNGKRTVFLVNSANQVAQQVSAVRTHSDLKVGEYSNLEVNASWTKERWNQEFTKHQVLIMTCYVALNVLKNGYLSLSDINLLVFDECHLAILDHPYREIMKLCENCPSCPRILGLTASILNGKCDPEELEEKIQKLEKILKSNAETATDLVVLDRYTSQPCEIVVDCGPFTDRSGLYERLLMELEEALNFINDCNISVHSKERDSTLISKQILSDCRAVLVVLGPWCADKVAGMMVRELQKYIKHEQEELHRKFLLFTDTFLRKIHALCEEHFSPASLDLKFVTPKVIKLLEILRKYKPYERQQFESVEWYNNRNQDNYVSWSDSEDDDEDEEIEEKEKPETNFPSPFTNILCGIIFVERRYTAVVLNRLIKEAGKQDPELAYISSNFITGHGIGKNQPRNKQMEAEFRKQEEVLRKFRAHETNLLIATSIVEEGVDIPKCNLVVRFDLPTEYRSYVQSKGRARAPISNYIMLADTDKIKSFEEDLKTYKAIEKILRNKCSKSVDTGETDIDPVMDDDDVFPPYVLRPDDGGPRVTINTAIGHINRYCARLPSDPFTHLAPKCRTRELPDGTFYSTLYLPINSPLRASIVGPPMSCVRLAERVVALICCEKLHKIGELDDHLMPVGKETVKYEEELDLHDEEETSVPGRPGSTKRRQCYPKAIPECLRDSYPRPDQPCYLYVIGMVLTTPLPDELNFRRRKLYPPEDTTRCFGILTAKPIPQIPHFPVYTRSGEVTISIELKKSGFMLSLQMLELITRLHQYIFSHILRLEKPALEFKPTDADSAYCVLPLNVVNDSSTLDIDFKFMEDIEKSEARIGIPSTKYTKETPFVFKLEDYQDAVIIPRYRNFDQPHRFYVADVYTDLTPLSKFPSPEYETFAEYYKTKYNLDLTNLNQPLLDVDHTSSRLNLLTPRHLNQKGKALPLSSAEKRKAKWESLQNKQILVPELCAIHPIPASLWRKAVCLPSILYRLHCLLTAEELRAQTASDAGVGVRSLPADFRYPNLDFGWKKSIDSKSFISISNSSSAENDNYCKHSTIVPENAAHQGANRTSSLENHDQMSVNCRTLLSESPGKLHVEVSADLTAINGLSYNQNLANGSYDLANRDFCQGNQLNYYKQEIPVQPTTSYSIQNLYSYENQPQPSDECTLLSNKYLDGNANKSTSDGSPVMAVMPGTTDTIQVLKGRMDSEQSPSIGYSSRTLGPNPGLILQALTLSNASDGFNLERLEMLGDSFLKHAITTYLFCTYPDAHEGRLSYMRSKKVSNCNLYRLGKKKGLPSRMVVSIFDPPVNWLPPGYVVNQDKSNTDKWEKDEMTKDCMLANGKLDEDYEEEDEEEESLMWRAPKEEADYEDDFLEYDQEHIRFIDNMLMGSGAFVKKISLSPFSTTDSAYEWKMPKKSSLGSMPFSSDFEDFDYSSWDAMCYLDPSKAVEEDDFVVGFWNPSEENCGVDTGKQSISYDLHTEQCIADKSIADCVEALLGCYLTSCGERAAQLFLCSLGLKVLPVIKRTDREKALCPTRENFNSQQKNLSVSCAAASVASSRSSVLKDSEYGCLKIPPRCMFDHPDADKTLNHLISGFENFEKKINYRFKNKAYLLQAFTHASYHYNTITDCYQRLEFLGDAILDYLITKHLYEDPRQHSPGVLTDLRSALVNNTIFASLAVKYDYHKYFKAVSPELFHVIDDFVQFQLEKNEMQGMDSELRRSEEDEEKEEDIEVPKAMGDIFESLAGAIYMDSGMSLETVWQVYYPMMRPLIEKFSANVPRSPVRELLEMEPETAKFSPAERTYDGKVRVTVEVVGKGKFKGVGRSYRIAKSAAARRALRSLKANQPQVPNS
Numbers without * were called inactive.

SMILES | Dicer processing
c1ccc(-c2nc3ccccc3nc2-c2ccccc2)cc1 | 1.19
Cc1ccc(CNCC(O)c2ccccc2)s1 (configuration not stated) | -1.02
S=C(NCCc1ccccc1)c1ccccc1 | 2.25
Cc1oc(S(=O)(=O)N2CCCCC2)cc1C(=O)O | -1.46
Cc1ccc2nc(Nc3nc(C)c4ccccc4n3)[nH]c(=O)c2c1 | -0.36
CCC(=O)N1c2cc(C)ccc2C(=C2SC(C(=O)OC)=C(C(=O)OC)S2)C(=S)C1(C)C | -0.54
CCOC(=O)N1CCc2c(sc3c2C(=O)NC(c2cccc(Br)c2)N3)C1 (configuration not stated) | -1.34
CCOC(=O)C1=C(C)NC(C)=C(C(=O)OCC)C1c1ccc(F)cc1 | -1.32
CC1(C(=O)N2CCCCC2)CCC(C(=O)N2CCCCC2)C1(C)C (configuration not stated) | 1.86
O=C(Nc1nc([N+](=O)[O-])cs1)c1cc2ccccc2o1 | 2.6
CC1(C)C2CCC1(CS(=O)(=O)NCc1ccc(C(F)(F)F)cc1)C(=O)C2 (configuration not stated) | -0.57
COC(=O)c1cccc([N+](=O)[O-])c1-c1c(C(=O)OC)cccc1[N+](=O)[O-] | -0.32
Cn1[nH]c(=O)c2cc(Cl)c(Cl)cc2c1=O | 1.52
Nc1ccc(-c2nc3ccccc3s2)cc1 | 2.89
CCC(C#N)(c1ccccc1)c1ccc(N)cc1 (configuration not stated) | -1.07
O=S(=O)(Nc1nc2ccccc2nc1Nc1ccc(Cl)cc1)c1ccccc1 | 0.86
Cc1sc(N)c(C(=O)c2ccc(Cl)cc2)c1C | -3.44
S=C(Nc1cccc(Cl)c1)N1CCCc2ccccc21 | -0.83
CCOC(=O)c1sc(S(C)=O)c2c1CCCC2=O (configuration not stated) | -1.66
N#Cc1c(N)nc2c(c1-c1ccco1)CCCCC2 | -0.16
CC(C)(C)NC(=O)c1cccc2c1C(=O)c1ccccc1-2 | 0.61
CCOC(=O)c1c(C)oc2ccc(N(C(=O)C3CCCCC3)S(=O)(=O)c3cccs3)cc12 | 2.14
Nc1nnc(-c2ccc(O)cc2)s1 | -0.21
Cc1ccc(OCCSc2nc3ncnc(N)c3[nH]2)c(C(C)C)c1 | 3.6*
CCc1cc2c(=O)c(-c3nc4ccccc4[nH]3)coc2c(CN(CC)CC)c1O | 0.96

Arranged by SMILES length (lowest first): some entries from above.
SMILES | Dicer processing
Nc1nnc(-c2ccc(O)cc2)s1 | -0.21
CC1(C(=O)N2CCCCC2)CCC(C(=O)N2CCCCC2)C1(C)C (configuration not stated) | 1.86
O=S(=O)(Nc1nc2ccccc2nc1Nc1ccc(Cl)cc1)c1ccccc1 | 0.86

Nothing new here: entries from further up.
SMILES | Dicer processing
CCOC(=O)c1c(C)oc2ccc(N(C(=O)C3CCCCC3)S(=O)(=O)c3cccs3)cc12 | 2.14
Nc1nnc(-c2ccc(O)cc2)s1 | -0.21
Cc1ccc(OCCSc2nc3ncnc(N)c3[nH]2)c(C(C)C)c1 | 3.6*
CCc1cc2c(=O)c(-c3nc4ccccc4[nH]3)coc2c(CN(CC)CC)c1O | 0.96

(listing goes on)
SMILES | Dicer processing
CCN1CCN(c2cc3c(cc2F)c(=O)c(C(=O)O)cn3C2CC2)CC1 | 1.04
Cc1c(OCc2ccccc2F)ccc2c1OC(C)(C)CC2=O | -0.37
Cc1[nH]c2ccccc2c1C(=O)CSc1nccn1C | -0.74
Cc1cccc(Nc2ccc(-c3ccccc3)nn2)c1 | 1.53
COc1ccc(O)c(C2=NN3C(C2)c2ccccc2OC3c2ccccc2F)c1 (configuration not stated) | 6.9*
COc1cc2ncnc(NC3CCN(Cc4ccccc4)CC3)c2cc1OC | -0.11
CN(C)c1ccc(NCc2cccc(Br)c2)cc1 | -0.99
CC1=NN(C(N)=O)C2(O)CC3C(C12)C3(C)C (configuration not stated) | -1.67
O=C(CCCSc1nc(-c2ccco2)cc(C(F)(F)F)n1)NCc1ccncc1 | 0.55
CCCCN1C(=O)C2(/C(=C(/O)c3ccc(F)cc3)C(=O)C(=O)N2CCCN(C)C)c2ccccc21 (configuration not stated) | 1.17
CCOCCOC(=O)C1=C(C)NC2=C(C(=O)CC(c3cccs3)C2)C1c1cccc(O)c1 (configuration not stated) | 3.39*
Cc1ccc(Nc2nc(C)cc(C)n2)c(Br)c1 | 0.6
Cc1ccc(S(=O)(=O)Nc2ccc3ccccc3n2)cc1 | -0.27
COc1ccccc1C1C2=C(Nc3c1c(=O)n(C)c(=O)n3C)c1ccccc1C2=O (configuration not stated) | 0.01
CCCCOC(=O)C1=C(C)NC2=C(C(=O)CCC2)C1c1cc(Br)c(O)c(OC)c1 (configuration not stated) | 0.02
O=C1CSC(c2ccc(Cl)cc2)N1CCN1CCCCC1 (configuration not stated) | -0.24
CC1(C)CC(=O)C2=C(C1)N1C(=C(C#N)C2c2ccc(F)cc2)N=C(N)c2ccccc21 (configuration not stated) | 2.07
CN(C)/C=C(\C#N)c1nc(-c2ccc(Cl)cc2)cs1 | 0.91
CSc1sc(NC(=O)Nc2ccccc2C(F)(F)F)c(-c2ccc(Cl)cc2)c1C#N | -1.39
COc1ccc(-c2cc(NC(=O)Nc3ccccc3C#N)n(-c3ccc(Cl)c(Cl)c3)n2)cc1 | 0.48
CC(=O)c1sc(SC(C)C)c2c1CC(C)(C)CC2=O | 0.17
CC1(c2ccncc2)NC(=O)NC1=O (configuration not stated) | 0.14
O=C(O)CSc1cccc(C(F)(F)F)c1 | -0.68
Nc1nc(N)c2nc(CNc3ccc(C(=O)NC(CCC(=O)O)C(=O)O)cc3)cnc2n1 (configuration not stated) | -0.05
CC1CCCC(N2CCN(Cc3ccc(Cl)cc3)CC2)C1 (configuration not stated) | 0.84
Following part.
SMILES | Dicer processing
CN(C)C(=O)C(=O)c1c(-c2ccc(Br)cc2)[nH]c2ccccc12 | -0.43
C=CCn1c(SCC(=O)N2CCOCC2)nc2sc(C)c(C)c2c1=O | -0.78
O=C1C(=Nc2ccccc2)c2ccccc2N1Cc1ccccc1 | -1.83
Cc1ccc(C)c(C(=O)CN2C3=NCCCN3c3ccccc32)c1 | 2.72
Cc1ccc2nc(-c3ccc(C)c(NC(=O)c4ccc([N+](=O)[O-])o4)c3)oc2c1 | 4.11*
COc1ccc(CCNC(=S)NC(=O)c2cccc([N+](=O)[O-])c2)cc1OC | 0.15
Cn1c(=O)c2c(nc(NCc3ccco3)n2Cc2cccc(Cl)c2)n(C)c1=O | 0.68
NC(=O)N/N=C/c1ccc(-c2ccc(C(F)(F)F)cc2[N+](=O)[O-])o1 | 1.28
Cc1nn(-c2ccccc2)nc1C(=O)c1c(C(C)(C)C)[nH]n(-c2ccccc2)c1=O | -5.92
COc1cc2c(CCNC(C)=O)c[nH]c2cc1O | -1.91
Nc1ccc(-c2nc3cc(N)ccc3o2)cc1 | -0.37
CSC(=Nc1cccc(SC)c1)NC#N | 1.48
Nc1nc(=S)c2ncn([C@@H]3O[C@H](CO)[C@@H](O)[C@H]3O)c2[nH]1 | 0.08
O=[N+]([O-])c1cc2c(c(CSCCO)c1)OCOC2 | 1.51
CCSC1=NC(C)(C)Cc2cc(OC)c(OC)cc21 | -1.03
CC1=C(C(=O)OCCOc2ccccc2)C(c2ccccc2Br)C2=C(CCCC2=O)N1 (configuration not stated) | 0.27
O=C(O)CC1SC(c2cccc(Cl)c2)=NC1=O (configuration not stated) | 0.84
O=c1[nH]cnc2sc3c(c12)CN(Cc1ccccc1)CC3 | -0.81
COc1ccccc1N1C(=O)C2C3C=CC(CC3)C2C1=O (configuration not stated) | 0.02
CC(=O)c1ccc(NC(=O)CN2CCN(CC(=O)Nc3ccc(C(C)=O)cc3)CC2)cc1 | 1.63
Nc1ccc(Sc2cc(Cl)ccc2Cl)nc1 | 1.25
COc1cc(C2NC(=O)c3c(sc4c3CCCC4)N2)cc(Br)c1OC (configuration not stated) | 4.14*
CCOc1cc(/C=C2\N=C(SCC)SC2=O)ccc1OC(C)=O | 0.5
CN(C)/C=C(\C#N)C(=O)NOCc1c(F)cccc1Cl | 1.86
COC(Cn1c(SCc2ccccc2)nnc1-c1ccccc1)OC | 1.84
Remaining list, next part
SMILES | Dicer processing
Cc1cc(/C=C2\SC(=S)NC2=O)oc1C | -2.01
Cn1c2c(c(=O)n(C)c1=O)CN(Cc1cccnc1)CN2 | -1.64
CCOc1nnc(OCC)c2ccccc12 | -0.62
O=C(c1ccc(N2C(=O)C3CC=CCC3C2=O)cc1)c1ccc(N2C(=O)C3CC=CCC3C2=O)cc1 (configuration not stated) | -1.61
CCOc1cccc(=O)c2c(C)n(-c3ccc(C)cc3)c(C)c12 | 1.27
Cc1sc2c(c1C)C(=O)/C(=C\Nc1cccnc1)S(=O)(=O)N2C | -0.68
FC(F)(F)c1cccc(NCCNc2nccc(C(F)(F)F)n2)n1 | 0.11
O=C(/C=C/c1ccc(O)cc1)CC(=O)/C=C/c1ccc(O)cc1 | -0.65
N#C/C(=C\c1c(Cl)cccc1Cl)C(N)=O | 1.44
O=C1c2oc3ccc(F)cc3c(=O)c2C(c2ccc(O)cc2)N1Cc1ccc(F)cc1 (configuration not stated) | -0.02
COc1ccc(C2CC(=O)c3cnc(N4CCN(c5ccccn5)CC4)nc3C2)cc1OC (configuration not stated) | -0.82
Clc1ccccc1/C=N/N=C/c1ccccc1Cl | -0.2
COc1ccc(C2C3=C(CC(C)(C)CC3=O)Nc3cc(OC)c(OC)cc32)cc1 (configuration not stated) | 0.92
CC(C)(C)NC(=O)c1ccc2c3c(onc13)-c1ccccc1C2=O | 0.74
N#Cc1cnc(Sc2nc3ccccc3s2)nc1N | -1.3
CC1(C)Cc2nc3sc4c(NCc5ccccc5)ncnc4c3cc2CO1 | 2.61
Cc1ccc(-c2nnc(Nc3ccccc3)c3ccccc23)cc1S(=O)(=O)NCCO | 0.4
CCCCCCc1ccc(C(=O)CCC(=O)O)cc1 | -0.75
CCCC(Nc1ccccn1)n1nnc2ccccc21 (configuration not stated) | 0.87
COc1ccc(C(OC[C@H]2O[C@@H](n3ccc(N)nc3=O)CC2O)(c2ccccc2)c2ccc(OC)cc2)cc1 (some centres not stated) | -0.25
O=C(Cn1nnc2sc3c(c2c1=O)CCCC3)Nc1ccc(Br)cc1 | 1.31
COc1ccc(C2OC(=O)C3(CCCCC3)C(=O)C2(C)C)cc1OC (configuration not stated) | 0.21
CS(=O)(=O)CS(=O)(=O)Nc1ccc2c(c1)OCCO2 | 0.39
CC1(C)N=C(N)N=C(N)N1c1cc(Cl)c(Cl)cc1Cl | -0.47
Cc1ccc(-c2cc3nc(-c4ccc(Cl)cc4)cc(C(F)(F)F)n3n2)cc1 | 0.83
(listing goes on)
SMILES | Dicer processing
CSc1cccc(N/C(=N\S(=O)(=O)c2ccccc2)NN)c1 | 0.28
CC1CN(c2ccc(Oc3ccccc3)cc2)c2nc3c(c(=O)n(CC(=O)O)c(=O)n3C)n2C1 (configuration not stated) | -0.19
O=C(O)CN1C(=O)c2cccc3c(Br)ccc1c23 | 1.14
CCc1c(C)sc(NC(=O)c2cc3n(n2)C(C(F)(F)F)CC(c2ccco2)N3)c1C#N (configuration not stated) | 3.98*
CC(=O)[C@]1(O)Cc2c(O)c3c(c(O)c2[C@@H](O[C@H]2C[C@H](N)[C@H](O)[C@H](C)O2)C1)C(=O)c1ccccc1C3=O | -6.81
CCOC(=O)C(C(=O)OCC)C(CC(=O)C1CC1)c1ccccc1 (configuration not stated) | -0.49
CCn1ccnc1CC1COc2ccccc2O1 (configuration not stated) | 0.02
COc1ccc(-c2cn3cccc(C)c3n2)cc1 | 0.29
CC(C1CC1)N(C(=O)CCC(=O)O)c1ccccc1 (configuration not stated) | 1.03
Cn1[nH]c(Nc2ccccc2Cl)c(N=Nc2ccc(C(F)(F)F)cc2)c1=O | -2.05
COc1cccc2c1[C@@H]1CN(CCCCn3c(=O)[nH]c4c(sc5ncc(-c6ccccc6)nc54)c3=O)C[C@@H]1CO2 | -0.31
FC(F)(F)c1ccc(-c2nnc3ccc(N4CCCCC4)nn23)cc1 | 0.25
Cc1cc(C)cc(Oc2coc3cc(OCC(=O)O)ccc3c2=O)c1 | -0.66
ON=C1c2cc(Br)ccc2-c2ccc(Br)cc21 | -0.61
CCOC(=O)c1cnc2c(c(C)nn2C)c1Oc1cc(Cl)cc(Cl)c1 | 0.34
COc1ccccc1-c1nnc(SCC#CCO)o1 | -1.51
CC(C)(C)NS(=O)(=O)c1cc2c(c([N+](=O)[O-])c1)-c1c(cc(S(=O)(=O)NC(C)(C)C)cc1[N+](=O)[O-])C2=O | 0.3
Cn1c(=O)c2c(ncn2CC(=O)N2CCCc3ccccc32)n(C)c1=O | 0.17
CCCC(=O)c1cc2cc(Br)ccc2oc1=O | -0.31
CCOC(=O)Cn1nc(-c2ccc(F)cc2)cc(Cc2ccccc2)c1=O | 0.8
Cc1ccc(/C(O)=C2/C(=O)C(=O)N(c3cccnc3)C2c2cccc(F)c2)cc1 (configuration not stated) | -0.62
CCOC(=O)C(C)Oc1ccc2c(=O)c(Oc3cccc(C)c3)c(C(F)(F)F)oc2c1 (configuration not stated) | -0.91
O=C1NC2(CCCCCC2)C(=O)N1CCS(=O)(=O)Oc1ccc(Cl)cc1 | -0.08
CC(C)Nc1nc(NCCO)nc(N2CCOCC2)n1 | 0.16
COC(=O)c1ccc(NS(=O)(=O)c2ccc3c4c(cccc24)C(=O)N3)cc1 | -0.47

By substructure, those above with a nitro group on carbon.
SMILES | Dicer processing
O=C(Nc1nc([N+](=O)[O-])cs1)c1cc2ccccc2o1 | 2.6
COC(=O)c1cccc([N+](=O)[O-])c1-c1c(C(=O)OC)cccc1[N+](=O)[O-] | -0.32
Cc1ccc2nc(-c3ccc(C)c(NC(=O)c4ccc([N+](=O)[O-])o4)c3)oc2c1 | 4.11*
COc1ccc(CCNC(=S)NC(=O)c2cccc([N+](=O)[O-])c2)cc1OC | 0.15
NC(=O)N/N=C/c1ccc(-c2ccc(C(F)(F)F)cc2[N+](=O)[O-])o1 | 1.28
O=[N+]([O-])c1cc2c(c(CSCCO)c1)OCOC2 | 1.51
CC(C)(C)NS(=O)(=O)c1cc2c(c([N+](=O)[O-])c1)-c1c(cc(S(=O)(=O)NC(C)(C)C)cc1[N+](=O)[O-])C2=O | 0.3

The list is partial; count on the stated rates, not on these rows.
